SIAE primary: blocks human sialic acid acetylesterase | inhibition, % at 9.66 µM | Q9HAT2 | hit rate 0.69% among 370,000 | AID 1053197 | SIAE FP-Rh probe binding, fluorescence polarization;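 active means inhibition above a cutoff: mean of compounds within the control limits plus 3 SD of those, cut at about 17% in these data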;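 further: 0% = plate median of compound wells and 100% = probe without SIAE protein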
Target sequence (Q9HAT2 whole entry, looked up): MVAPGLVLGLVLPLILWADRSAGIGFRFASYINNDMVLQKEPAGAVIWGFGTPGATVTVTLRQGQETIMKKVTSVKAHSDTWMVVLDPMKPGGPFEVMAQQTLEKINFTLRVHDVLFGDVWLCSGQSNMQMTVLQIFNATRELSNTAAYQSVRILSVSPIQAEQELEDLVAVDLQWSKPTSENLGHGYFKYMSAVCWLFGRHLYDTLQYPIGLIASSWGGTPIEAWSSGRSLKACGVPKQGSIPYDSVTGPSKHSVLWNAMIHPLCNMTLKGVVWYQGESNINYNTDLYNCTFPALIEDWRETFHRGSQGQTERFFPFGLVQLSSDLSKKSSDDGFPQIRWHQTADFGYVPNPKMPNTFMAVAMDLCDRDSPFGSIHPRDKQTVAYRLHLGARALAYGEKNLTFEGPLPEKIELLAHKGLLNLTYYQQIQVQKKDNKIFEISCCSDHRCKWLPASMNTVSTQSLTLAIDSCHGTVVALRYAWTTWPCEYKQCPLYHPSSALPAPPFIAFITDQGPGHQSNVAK
PRMT1 FP inh: blocks human protein arginine methyltransferase 1; recombinant PRMT1, activity-based probe fluorescence polarization; inhibition, % at 2.79 µM; hit rate 1.3% among 370,000;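 active means inhibition above about 21% made by adding two undisclosed values, limit read from the data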
TCR CD3 inh: blocks the human TCR-CD3 interaction; TAMRA-labeled TCR probe fluorescence, biochemical; AID 651800; inhibition, % at 9.4 µM; hit rate 0.37% among 360,000; in the data active means inhibition above about 19%;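 further: recombinant mutant TCR 2C K166C tagged with TAMRA read by polarization; 0% = receptor in buffer alone and 100% = receptor with positive control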
LEDGF integ inh: blocks HIV-1 LEDGF/p75-dependent DNA integration. TR-FRET IN-LEDGF/p75 DNA integration, Eu/Cy5. inhibition, % at 3.7 µM. hit rate 0.64% among 370,000;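 active means inhibition above the screen-wide mean plus 3 SD, cut at about 13% in these data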;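 further: signal is the Cy5 over europium emission ratio at 671 and 618 nm; 0% = plate median of compound wells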
HTRA1 inh: HTRA1 (human) protease inhibition; recombinant HTRA1, FP-rhodamine activity-based probe, fluorescence polarization; inhibition, % at 5.96 µM; hit rate 0.5% among 340,000; AID 504803; in the data active means inhibition above about 36%;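 further: 0% = enzyme with DMSO and 100% = wells lacking enzyme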
Target sequence (Q92743 whole entry, looked up): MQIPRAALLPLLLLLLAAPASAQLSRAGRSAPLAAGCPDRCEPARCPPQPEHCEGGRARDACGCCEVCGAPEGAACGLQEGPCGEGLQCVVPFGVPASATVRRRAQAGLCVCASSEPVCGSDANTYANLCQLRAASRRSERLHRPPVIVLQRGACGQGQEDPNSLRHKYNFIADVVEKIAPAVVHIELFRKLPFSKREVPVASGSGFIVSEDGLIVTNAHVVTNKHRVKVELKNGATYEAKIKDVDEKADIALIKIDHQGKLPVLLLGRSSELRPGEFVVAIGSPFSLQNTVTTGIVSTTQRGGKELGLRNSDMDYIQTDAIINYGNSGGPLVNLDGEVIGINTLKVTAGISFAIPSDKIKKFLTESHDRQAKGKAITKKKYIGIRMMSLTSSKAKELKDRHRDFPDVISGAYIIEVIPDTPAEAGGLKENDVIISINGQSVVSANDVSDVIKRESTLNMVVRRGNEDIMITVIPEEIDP
TDP2 inh: blocks human TDP2 phosphodiesterase activity | O95551 | recombinant TDP2, T5PNP hydrolysis, p-nitrophenol absorbance 415 nm | inhibition, % at 12.8 µM | hit rate 0.34% among 370,000 | AID 720702;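 active means inhibition above the mean of all tested compounds plus 3 SD, set per campaign, cut at about 25% in these data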;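 further: 0% = DMSO with enzyme and 100% = buffer with substrate but no TDP2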
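Assay system: recombinant human TDP2 / Reagent: T5PNP substrate at 5 mM, a TopII-DNA adduct mimic / Measured by: epi absorbance from released p-nitrophenol / Evaluation: % inhibition relative to enzyme-containing and enzyme-free wells / Control set: enzyme-free and DMSO wells / Replicates: each compound tested once, singlicate / Schedule: enzyme reaction with compound for 2 h at 37 °C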
PG9 binder: PG9 antibody binding by small molecule. TR-FRET gp120-PG9 antibody binding. inhibition, % at 6.7 µM. hit rate 0.43% among 360,000. AID 624416; in the data active means inhibition above about 8.5%
rCAG binder: binds r(CAG) RNA repeats. r(CAG) RNA repeat, TO-PRO-1 dye displacement fluorescence. inhibition, % at 3 µM. hit rate 1.3% among 370,000;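 active means inhibition above the plate cutoff, the mean of all test compounds on that plate plus 3 SD, cut at about 35% in these data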;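 further: 0% = DMSO alone and 100% = 100 µM mitoxantrone as full dye displacement; higher means more dye released from RNA so lower well fluorescence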
Rev-erbA mod: Rev-erb alpha (human) modulation; Rev-erbα–FITC-DNA binding, fluorescence polarization, 90 min; P20393; AID 1259318; activity, % at 10 µM; hit rate 0.79% among 370,000;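 active means activity above about 14%, limit read from the data; passing the limit was not always enough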;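 further: 0% = DMSO wells with 35 nM protein and 100% = DMSO wells with 750 nM protein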
ABHD4 inh: ABHD4 (mouse) inhibition, primary FP screen; Q8VD66; purified mABHD4, FP-Rh probe fluorescence polarization; inhibition, % at 8.92 µM; hit rate 0.54% among 370,000; AID 720543;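 active means inhibition exceeding the mean over every tested compound plus 3 SD, cut at about 30% in these data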;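 further: 0% = plate median of compound wells and 100% = S159A mutant with DMSO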
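Test system: mouse ABHD4 enzyme, wild type. Reagent: FP-Rh fluorescent activity-based probe, added after compound pre-incubation. Timing: pre-incubation 45 min, probe exposure 60 min, at 25 °C. Technique: FP readout, ex 525 nm / em 598 nm. Benchmarks: high control S159A mutant with DMSO, low control median of compound wells.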
* marks the source's active call; other numbers are inactive results; · = no result given.

SMILES	SIAE primary	PRMT1 FP inh	TCR CD3 inh	LEDGF integ inh	HTRA1 inh	TDP2 inh	PG9 binder	rCAG binder	Rev-erbA mod	ABHD4 inh
CCN(CC)S(=O)(=O)c1cccc(C(=O)OC2CCOC2=O)c1 (stereo not given)	2	8	-3	4	6	4	0.3	6	0	-4
Oc1ccc(Br)cc1/C=N/Nc1ccccn1	5	-2	-6	-2	7	-19	-0.4	11	5	19
CCCCCCCCCCOC(=O)Cn1c(COc2ccc(Cl)cc2)[n+](C)c2ccccc21	1	5	1	-6	34	-17	0.2	11	-1	35*
CCCN(CCC)S(=O)(=O)c1ccc(C(=O)N2CCOCC2)cc1	5	-2	4	2	-1	-10	-1.9	-3	1	-3
NS(=O)(=O)c1ccc(CCNC(=O)CCCCCNc2nc(=S)[nH]c3ccccc23)cc1	-8	-2	-1	2	·	-11	-1.2	1	1	-1
O=C(Nc1ncn[nH]1)C(F)(F)C(F)F	2	0	-4	2	0	4	0.2	-1	5	2
COc1ccccc1NC(=S)N(Cc1ccccc1)Cc1cccs1	-16	2	2	0	-1	-8	-0.5	-3	-5	2
CC(C)CNC(=O)c1cccc(NC(=O)c2ccc3c(c2)C(=O)N(C)C3=O)c1	1	-3	5	2	-14	3	-1.5	-6	2	-2
O=C1OC(c2ccccc2)=N/C1=C\C=C\c1ccccc1[N+](=O)[O-]	4	1	3	2	0	4	-4.7	12	-3	10
CC(C)CNC(=O)C1(C)CCCN1C(=O)c1csnn1 (stereo not given)	4	1	-8	-1	·	12	0.8	0	9	0
Cc1ccc2nc(CN(C)C(=O)[C@H]3O[C@@H](n4ccc(=O)[nH]c4=O)[C@H](O)[C@@H]3O)[nH]c2c1	16	-2	-6	9	·	-14	-1.6	2	3	-3
Cn1ncc(C#N)c1NC(=O)C1CC(c2c(F)cccc2Cl)=NO1 (stereo not given)	-3	2	-4	-1	2	7	-0.3	0	0	5
Cc1ccc(OCC(=O)NNC(=O)C2CCN(c3ncccn3)CC2)cc1	4	-1	1	-1	0	13	-1.3	-2	2	-5
Cc1ccc(C)c(C(=O)NCc2ccncc2)c1	-1	-1	4	0	4	0	-0.6	0	-4	-1
N#Cc1ccccc1Cn1c(=O)n(C2CCCC2)c(=O)c2ccccc21	-2	3	7	-1	-23	9	0.3	0	-2	-6
Cc1cc(NC(=O)c2noc3c2CCCC3)n(-c2ccccc2)n1	-4	5	-3	-3	-3	-10	0.3	-4	1	-3
COc1ccccc1N(C)S(=O)(=O)c1ccc(C(=O)N(C)Cc2ccc(Cl)s2)cc1	2	2	-11	-4	-15	0	-0.2	1	-3	-3
COc1ccc(NC(=O)C2c3ccccc3OCC(=O)N2Cc2ccco2)cc1 (stereo not given)	7	1	3	0	·	8	0.0	1	1	2
CN(c1ccccc1)S(=O)(=O)c1cccc(C(=O)NCCCN2CCCC2=O)c1	3	-5	2	1	0	-2	-1.9	-5	-2	5
CS(=O)(=O)N(CC(=O)N1CCN(c2ccccc2)CC1)Cc1ccc(Cl)cc1	10	-4	-1	1	-3	-6	-0.2	-9	-2	-1

Sorted by molecular weight (rising): some entries from above.
SMILES	SIAE primary	PRMT1 FP inh	TCR CD3 inh	LEDGF integ inh	HTRA1 inh	TDP2 inh	PG9 binder	rCAG binder	Rev-erbA mod	ABHD4 inh
O=C(Nc1ncn[nH]1)C(F)(F)C(F)F	2	0	-4	2	0	4	0.2	-1	5	2
Oc1ccc(Br)cc1/C=N/Nc1ccccn1	5	-2	-6	-2	7	-19	-0.4	11	5	19
CC(C)CNC(=O)C1(C)CCCN1C(=O)c1csnn1 (stereo not given)	4	1	-8	-1	·	12	0.8	0	9	0
Cn1ncc(C#N)c1NC(=O)C1CC(c2c(F)cccc2Cl)=NO1 (stereo not given)	-3	2	-4	-1	2	7	-0.3	0	0	5
CCCN(CCC)S(=O)(=O)c1ccc(C(=O)N2CCOCC2)cc1	5	-2	4	2	-1	-10	-1.9	-3	1	-3
CC(C)CNC(=O)c1cccc(NC(=O)c2ccc3c(c2)C(=O)N(C)C3=O)c1	1	-3	5	2	-14	3	-1.5	-6	2	-2
COc1ccc(NC(=O)C2c3ccccc3OCC(=O)N2Cc2ccco2)cc1 (stereo not given)	7	1	3	0	·	8	0.0	1	1	2
CN(c1ccccc1)S(=O)(=O)c1cccc(C(=O)NCCCN2CCCC2=O)c1	3	-5	2	1	0	-2	-1.9	-5	-2	5
CS(=O)(=O)N(CC(=O)N1CCN(c2ccccc2)CC1)Cc1ccc(Cl)cc1	10	-4	-1	1	-3	-6	-0.2	-9	-2	-1
COc1ccccc1N(C)S(=O)(=O)c1ccc(C(=O)N(C)Cc2ccc(Cl)s2)cc1	2	2	-11	-4	-15	0	-0.2	1	-3	-3
NS(=O)(=O)c1ccc(CCNC(=O)CCCCCNc2nc(=S)[nH]c3ccccc23)cc1	-8	-2	-1	2	·	-11	-1.2	1	1	-1

Later entries:
SMILES	SIAE primary	PRMT1 FP inh	TCR CD3 inh	LEDGF integ inh	HTRA1 inh	TDP2 inh	PG9 binder	rCAG binder	Rev-erbA mod	ABHD4 inh
O=S(=O)(c1ccc(F)c(Cl)c1)N1CCN(C/C=C/c2ccccc2)CC1	-4	-5	-9	-2	-19	-3	-1.1	3	0	-1
S=c1[nH]nc(-c2cccs2)n1/N=C/c1c(Cl)cccc1Cl	5	19	2	2	-13	10	1.0	50*	0	-8
Cc1sc2ncnc(N3CCC(C(=O)Nc4cc(Cl)ccc4Cl)CC3)c2c1C	-13	-1	-5	-4	-55	10	0.1	5	-4	-2
CCOC(CNC(=O)c1cccc([N+](=O)[O-])c1)OCC	2	-3	-4	0	2	-1	-0.2	1	-4	1
CCN(CC)S(=O)(=O)c1ccc(N2CCCC2)c(NC(=O)Cc2ccccc2)c1	3	2	-2	-2	-3	-1	-1.8	-4	2	3
O=C(CNS(=O)(=O)c1ccc(Br)cc1)N1CCN(Cc2ccccc2)CC1	3	1	-4	2	-1	3	0.4	-7	4	5
NC(c1csc(Nc2cc(Oc3ccccc3)ncn2)n1)C1CCCCC1 (stereo not given)	4	-4	3	13*	·	-10	2.4	15	-8	9
O=C(CSc1ccc(Br)cc1)NC1CCS(=O)(=O)C1 (stereo not given)	-5	-4	1	2	-1	-5	-0.3	5	-2	-7
CCN(CC)S(=O)(=O)c1ccc(C(=O)NN(C)C2=NS(=O)(=O)c3ccccc32)cc1	1	-3	-2	2	4	4	2.0	11	-8	0
CCc1cccc(C)c1NC(=O)N(C)C1CCCCC1	-5	-2	-1	0	1	-7	-2.3	-5	-4	2
CCOc1ccc(C=NN2CCCCCC2)cc1OCC	3	-2	2	-1	-6	-14	-0.2	5	-7	0
C=C1c2ccccc2O[C@H](C(=O)OCC)[C@@H]1C1CCCCC1	7	1	1	10	-7	9	-1.6	11	-4	17
O=C(NCC(c1ccco1)N1CCOCC1)c1ccc(C(F)(F)F)cc1 (stereo not given)	1	-1	6	1	11	3	-0.3	-4	2	-5
O=C(NCc1ccc(F)cc1)C(c1ccccc1)N(C(=O)c1csnn1)c1ccccc1 (stereo not given)	-5	-5	4	-2	-5	-18	-2.5	-5	-1	-2
O=C(CSc1nnc(-c2ccncc2)o1)Nc1nncs1	-3	1	14	-2	6	-3	1.0	2	-2	8
CCCC(=O)NC(c1cccs1)c1cc(Cl)c2cccnc2c1O (stereo not given)	16	-3	-4	-1	63*	4	0.8	0	-1	8
O=C(Cc1cccc2ccccc12)Nc1ccc2oc(-c3ccccc3)nc2c1	-8	-1	7	0	-30	8	-6.5	8	4	-15
Oc1cccc(NC(=S)Nc2cccnc2)c1	4	-2	2	0	5	-4	-0.5	0	6	-3
COc1ccc(-c2c(-c3ccsc3)oc(=O)c3cc(OC)c(OC)cc23)cn1	-7	2	-1	-1	-5	-5	4.4	3	3	5
CC(=O)N1Cc2cc([N+](=O)[O-])ccc2Oc2ccccc21	0	-1	4	0	0	10	-0.5	-1	0	-3
COc1ccc(NC(=O)Nc2ccc3c(c2)N(C)C(=O)CS3)cc1OC	7	0	-4	-1	16	2	-0.5	2	-6	1
COc1cc(OC)cc(-c2n[nH]c(=S)n2-c2cc(OC)ccc2OC)c1	6	2	1	2	4	16	2.8	7	2	0
O=C(NCc1cccs1)C1CC(=O)N(c2ccc(Cl)cc2)C1 (stereo not given)	-2	-8	8	4	-7	-12	-0.5	-3	2	0
COc1ccc(NC(=O)NCc2ccc3c(c2)OCO3)cc1	6	5	-2	-3	0	6	1.6	2	6	12
COc1ccc(-c2cc3c(=O)n(CC(=O)NCc4ccc(F)cc4)ncn3n2)cc1	-3	-3	3	5	-8	-16	-1.5	1	10	0
COc1ccccc1C(=O)N1CCN(c2nc3cc(C)cc(C)c3cc2C#N)CC1	-3	-5	5	3	-15	0	0.5	3	0	-7
C=CCOC(=O)C1=C[C@H](c2ccc(C(F)(F)F)cc2)[C@@H](CCCO)[C@H](OCC)O1	6	2	7	1	-10	0	0.6	-10	-2	-9
COc1ccc(Br)cc1CN(C)C(C)C(=O)Nc1cccc(C(C)=O)c1 (stereo not given)	-3	2	8	2	-22	1	-2.7	-5	6	-7
COc1ccc(C(O)c2ncc(-c3cccc(C(F)(F)F)c3)[nH]2)cc1F (stereo not given)	-2	1	3	-1	·	2	-0.3	1	3	-4
CCOC(=O)c1c(NC(=O)CCC(=O)N(CC)CC)sc2c1CC(C)(C)OC2	-1	2	-7	5	-2	6	1.4	-9	-3	3
O=C1CN(c2nc(-c3ccccc3)c3cc(Cl)ccc3n2)c2ccccc2N1	-4	2	-5	-2	10	7	-1.8	2	32*	-2
O=C(Cc1ccccc1)NC1CCCCN(Cc2cccc(Cl)c2)C1=O (stereo not given)	-1	-5	·	7	·	-12	·	0	-4	-4
COC(=O)C1=C(C)N(Cc2ccco2)C(=O)N[C@@H]1c1ccco1	2	-3	8	0	-19	2	2.4	3	1	0
CN(C(=O)c1cccc(NC(=O)c2ccco2)c1)c1ccccc1	3	7	-9	-3	3	0	-0.4	-5	1	1
COc1ccc(C(=O)N(Cc2ccco2)Cc2cc3cc(C)ccc3[nH]c2=O)cc1OC	-6	7	5	-1	-5	-10	0.6	2	-3	-7
Cc1ccc(CNC(=O)C2CCC(=O)N(C3CC3)C2)cc1 (stereo not given)	4	-7	7	1	2	-9	-0.8	3	0	0
O=C(Oc1ccc2c(c1)OCO2)c1cccs1	12	-3	2	-2	-2	12	1.7	-4	2	7

A portion of the library; rates above refer to the full screens.
